Screens as filed in PubChem.
GALK inhibitor: qHTS Assay for Inhibitors of Human Galactokinase (GALK); AID 1868, 2009; P51570; 0.007% of 270,000 active; Purified GALK, Kinase-Glo residual ATP luminescence; Potency, µM (series often up to 57.5 µM), for the others: at the highest dose activity change, negative = inhibition, actives largely listed as inhibitors; further: potency means the concentration at half of the fitted maximal effect
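Galactose (100 uM) and ATP (35 uM) were turned over by 5 nM GALK for 1 h at RT. Kinase-Glo Plus then converted the remaining ATP into a luminescent signal.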
Giardia kill: Small Molecules that selectively kill Giardia lamblia: qHTS | activity change, % at 7.66 µM, hits read low | 0.15% of 340,000 active | Giardia lamblia trophozoite viability; in the data active means activity change below about -80%; inconclusive means between about -30% and that limit;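 further: parasites exposed to compound for two days anaerobically before the ATP read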
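Giardia lamblia trophozoites (100 cells/well) were incubated with compounds for 48 h at 37 deg C under anaerobic conditions. Viability was read as ATP content by one-step luminescence after 15-30 min at room temperature.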
B2AR arrestin: qHTS assay of beta-arrestin-biased ligands of beta2-adrenergic receptor | Beta-2 adrenergic receptor (Homo sapiens), P07550 | beta-arrestin recruitment to beta2AR, cell-based reporter | Potency, µM (series often up to 46.1 µM), without a hit: at the top dose activation, actives largely listed as activators | 0.02% of 330,000 active | AID 492947, 2010;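 further: potency means the concentration at half of the fitted maximal effect; 0% = DMSO controls and full agonism = EC100 isoproterenol or metaproterenol; nearly all actives have a fitted effect of over 65% in size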
uPA generation: qHTS for Inhibitors of Cell Surface uPA Generation; cell surface uPA generation assay, qHTS; Potency, µM (titrated, usually from 38.3 µM), inactives show top-dose activity change, negative = inhibition, most hits filed as inhibitors; 0.31% of 330,000 active; active means well fitted inhibition curve with a large enough effect; inconclusive means small, poorly fitted or top-dose-only effect; inactive means no such curve, though single readings can be large or run the other way; tested in mouse RAW 264.7 cells; further: potency means the concentration at half of the fitted maximal effect; nearly all actives have a fitted effect of over 55% in size
Eya2 inh: qHTS Assay for Inhibitors of the Phosphatase Activity of Eya2 | Protein phosphatase EYA2 (Homo sapiens), O00167 | recombinant Eya2, OMFP fluorescence dephosphorylation (OMFP is methylfluorescein phosphate) | Potency, µM (series often up to 76.9 µM), inactives show top-dose activity, negative = inhibition, actives largely listed as inhibitors | 0.006% of 330,000 active; further: potency means the concentration at half of the fitted maximal effect
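Eya2 protein (added as 0.2 uM solution) was preincubated with compound for 10 min at ambient temperature in 50 mM HEPES pH 7.5, 50 mM NaCl, 5 uM MgCl2, 0.05% BSA, 1 mM DTT. OMFP (added at 50 uM) then reacted 10 min; fluorescence read at 485/525 nm.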
PKM2 activator: qHTS Assay for Activators of Human Muscle isoform 2 Pyruvate Kinase. Pyruvate kinase PKM (Homo sapiens), P14618. purified PKM2, Kinase-Glo ATP luminescence, activation; response scale: 0% is enzyme alone, no compound. Potency, µM (top dose mostly 57.5 µM), without a hit: at the highest dose activation, usual class: activators. 0.34% of 260,000 active. AID 1631, 2009; further: potency means the concentration at half of the fitted maximal effect; nearly all actives have a fitted effect of over 55% in size
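ATP formation by purified human PK-M2, quantified via coupled luciferase luminescence after 1 h at room temperature with 0.1 mM ADP and 0.5 mM PEP final.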
USP2a inh: qHTS Assay for Inhibitors of Ubiquitin-specific Protease USP2a Using CHOP2 as the Reporter. Ubiquitin carboxyl-terminal hydrolase 2 (Homo sapiens), O75604. USP2 core, Ub-CHOP2 coupled fluorogenic reporter, 485/531. Potency, µM (top dose mostly 38.3 µM), without a hit: top-dose activity change, negative = inhibition, hits mostly inhibitors. 0.01% of 330,000 active;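 further: potency means the concentration at half of the fitted maximal effect; plate controls were DMSO wells for no effect and full inhibition by NEM control for full effect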
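Cell-free coupled assay: 10nM USP2 core preincubated 30min RT with compound in Tris-HCl pH 8.0/CaCl2/CHAPS buffer, then 25nM Ub-CHOP2 and 25nM reporter substrate; fluorescence (Ex 485/Em 531) read after 60min RT, normalized to NEM inhibition, concentration-response curves fitted.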
BCR signal inh: qHTS Assay to Find Inhibitors of Chronic Active B-Cell Receptor Signaling; ABC-DLBCL IkBa-CBG/CBR reporter, luminescence ratio, 4 h; Potency, µM (series often up to 46.1 µM), without a hit: at the top dose ratio change, negative = lower green/red ratio, most hits filed as inhibitors; 0.05% of 340,000 active; active means well fitted inhibition curve with a large enough effect in the signal ratio, with a control signal flat, not every such curve was filed as active; inconclusive means small, poorly fitted or top-dose-only effect, or effect the other way, or a change in a side signal; the % refers to the signal ratio;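 further: potency means the concentration at half of the fitted maximal effect; plate controls were basal doxycycline-induced cells for no effect and cells given 10 µM MG132 for full effect; MG132 reads +100%, hits lower the ratio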
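Concentration-response series (up to 46 uM) were applied to TMD8 dual-reporter cells for 4 h at 37C with doxycycline. Green/red ratio, after filter-overlap correction, defined %Activity; red signal alone was normalised to basal cells and zero luminescence.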
KCNH2 3.1 inh: qHTS for Inhibitors of KCHN2 3.1: Mutant qHTS; AID 720553, 2013; activity change, % (tested at about 1.8 µM); U2OS KCNH2 3.1, thallium flux FluxOr; stronger effect = lower value; 0.95% of 340,000 active;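 active means maximum activity change below -70%; inconclusive means maximum activity change from -70% to -50%; inactive means maximum activity change above -50%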;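 further: thallium influx rate constant from kinetic fluorescence after stimulation buffer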
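Thallium flux via FluxOr fluorescence (Red40 quencher, 45 min loading) in U2OS cells virally expressing the KCNH2 3.1 isoform (1.77 x 10^8 /mL virus, overnight at 37 C). Rate constants from 2-min kinetic reads post-stimulation, normalised to positive and negative controls.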
hERG WT inh: qHTS for Inhibitors of KCHN2 3.1: Wildtype qHTS; activity change, % at 1.84 µM; 0.37% of 340,000 active; Voltage-gated inwardly rectifying potassium channel KCNH2 (Homo sapiens), Q12809; AID 720551, 2013; U2OS, BacMam KCNH2, thallium flux FluxOr; stronger effect = lower value;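 active means maximum activity change below -70%; inconclusive means maximum activity change between -70% and -50%; inactive means maximum activity change above -50%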
Target sequence (Q12809 whole entry, looked up): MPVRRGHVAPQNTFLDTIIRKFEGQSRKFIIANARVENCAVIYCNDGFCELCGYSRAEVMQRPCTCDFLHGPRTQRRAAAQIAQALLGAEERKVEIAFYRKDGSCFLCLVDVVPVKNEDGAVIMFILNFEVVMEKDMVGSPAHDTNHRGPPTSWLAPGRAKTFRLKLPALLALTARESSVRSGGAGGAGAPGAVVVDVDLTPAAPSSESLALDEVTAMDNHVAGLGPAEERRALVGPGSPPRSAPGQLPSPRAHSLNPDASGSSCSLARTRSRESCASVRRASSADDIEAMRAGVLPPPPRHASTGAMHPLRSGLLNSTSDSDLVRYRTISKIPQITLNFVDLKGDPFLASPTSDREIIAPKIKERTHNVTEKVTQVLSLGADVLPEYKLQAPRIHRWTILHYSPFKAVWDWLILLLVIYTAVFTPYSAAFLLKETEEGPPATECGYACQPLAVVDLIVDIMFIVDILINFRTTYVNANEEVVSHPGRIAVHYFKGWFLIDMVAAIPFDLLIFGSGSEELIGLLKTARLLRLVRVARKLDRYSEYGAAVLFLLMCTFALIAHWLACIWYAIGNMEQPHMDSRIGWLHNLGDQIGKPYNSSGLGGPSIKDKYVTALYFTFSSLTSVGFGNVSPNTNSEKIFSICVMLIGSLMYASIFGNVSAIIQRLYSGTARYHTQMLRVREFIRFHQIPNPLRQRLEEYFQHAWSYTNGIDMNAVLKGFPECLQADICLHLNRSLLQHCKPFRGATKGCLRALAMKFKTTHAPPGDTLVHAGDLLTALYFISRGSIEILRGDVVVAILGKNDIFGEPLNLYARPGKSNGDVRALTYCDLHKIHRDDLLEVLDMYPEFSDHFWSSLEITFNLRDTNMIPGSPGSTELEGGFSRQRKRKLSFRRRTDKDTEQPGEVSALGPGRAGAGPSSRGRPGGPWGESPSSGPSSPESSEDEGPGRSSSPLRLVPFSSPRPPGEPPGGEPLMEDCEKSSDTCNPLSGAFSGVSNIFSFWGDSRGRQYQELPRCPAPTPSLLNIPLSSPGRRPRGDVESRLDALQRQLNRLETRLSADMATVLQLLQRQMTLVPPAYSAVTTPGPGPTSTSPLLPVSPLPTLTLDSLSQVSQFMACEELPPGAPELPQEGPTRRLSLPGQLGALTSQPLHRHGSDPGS
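U2OS cells transduced with wild-type KCNH2 virus are loaded with FluxOr dye for 45 min, and thallium flux is measured in kinetic reads before and after stimulation buffer. Rate constants are normalized to DMSO controls.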
Coupling enz: qHTS Assay for Inhibitors of Fructose-1,6-bisphosphate Aldolase from Giardia Lamblia: Coupling assay counterscreen. 0.67% of 290,000 active. AID 2472, 2010. activity change, negative = inhibition, % at 58.2 µM, hits read low. coupling enzyme system counterscreen, AmpLite Red fluorescence; in the data active means activity change below about -30%
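Counterscreen of the coupled detection system alone, without aldolase: glyceraldehyde-3-phosphate coupling enzymes plus AmpLite Red readout. Compounds at 57.5 uM final, 10 min RT preincubation, 20 min RT reaction, fluorescence 525/598 nm.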
* hit, by the source's call; u = inconclusive; x = not tested or not shown; [ ] = remark or other dose. Unless noted, the call rests on the fitted dose curve; in most records, active means well fitted curve in the direction sought with a large enough effect; inconclusive means small, poorly fitted or top-dose-only effect, or another doubt; inactive means no such curve, though single readings can be large; an effect the other way counts as inactive or inconclusive. Unless noted, on the % scale 0 is the no-effect control and ±100 the full control effect.

Order of results: Coupling enz	hERG WT inh	uPA generation	BCR signal inh	PKM2 activator	KCNH2 3.1 inh	USP2a inh	B2AR arrestin	Giardia kill	GALK inhibitor	Eya2 inh
COc1cc(C(=O)NCCc2c[nH]c3ccccc23)ccc1OCc1c(C)noc1C
    0	0	4%	u	2%	6	1%	-0.9%	2	3%	u
CC1CCN(S(=O)(=O)c2ccc(N/N=C(/C#N)C(N)=O)cc2)CC1
    -1	-13	-3%	3%	0%	5	1%	-0.6%	3	0%	8%
CC1Cc2ccccc2N1Cc1cc(=O)n2ccsc2n1 (stereo not given)
    3	-8	4%	3%	0%	2	3%	1.5%	5	1%	2%
CC(=O)c1cccc(NC(=S)NC(=O)CC(C)C)c1
    1	11	x	u	1%	13	5%	0.3%	-13	-3%	-41%
COc1ccc(C(C(=O)NC(C)(C)C)N(Cc2cccs2)C(=O)CCC(=O)Nc2cc(C)on2)cc1 (stereo not given)
    -3	-10	0%	-13%	-4%	0	4%	-0.1%	0	0%	-6%
COc1ccnc(-n2cccc2/C=N/O)c1C#N
    -3	-1	0%	-2%	0%	5	3%	-0.9%	9	1%	-3%
COc1ccc(NC(=O)COC(=O)/C=C/C(=O)OCC(=O)Nc2ccc(OC)c(Cl)c2)cc1Cl
    -4	-4	-10%	2%	-19%	-7	1%	-0.5%	5	-2%	-1%
Fc1ccc(-c2cc(C(F)(F)F)nc(NCc3cccs3)n2)cc1
    -3	3	2%	11%	2%	-12	1%	-1.5%	0	x	-4%
COc1ccc(CCNC(=O)C(=O)N2CCCCC2)cc1OC
    -4	4	5%	8%	7%	28	0%	-0.3%	-1	-4%	3%
CCOC(=O)C1Cc2ccccc2CN1 (stereo not given)
    0	-14	16%	-1%	16%	4	1%	0.4%	11	0%	-3%
CC(=O)c1ccc2noc(-c3ccc(Cl)cc3)c2c1
    2	-7	-4%	8%	12%	-7	0%	0.1%	1	4%	15%
N/C(Cn1cncn1)=N\NC(=O)C(=O)Nc1ccc(Cl)cc1Cl
    1	8	-4%	4%	6%	0	-1%	0.4%	-1	-2%	6%
O=[N+]([O-])c1ccc(CSc2ccc(S(=O)(=O)N3CCCCC3)cn2)cc1
    x	-1	6%	-6%	x	-37	-8%	-0.2%	-8	x	1%
Cc1ccc(-c2nc(P(=O)(c3ccccc3)c3ccccc3)c(N3CCOCC3)o2)cc1
    0	-9	10%	-1%	9%	5	-9%	-0.5%	8	2%	-13%
CCCn1c(NCc2ccco2)nc2c1c(=O)n(C)c(=O)n2C
    -1	0	-6%	u	-3%	0	1%	-0.6%	-22	-3%	1%
S=C(Nc1ccc(Cl)c(Cl)c1)NN1CCOCC1
    3	17	-9%	-1%	-5%	9	5%	-0.2%	20	0%	-2%
O=[N+]([O-])c1cc(C(F)(F)F)cc([N+](=O)[O-])c1NCCCNc1ccc([N+](=O)[O-])c2cccnc12
    -6	15	9%	-1%	6%	31	3%	-0.7%	-27	1%	-9%
N#Cc1ccccc1CSc1ncccc1C(=O)O
    1	-9	2%	-1%	-6%	-4	2%	-0.8%	6	12%	19%
Cc1ccc(NC(=S)N/N=C2\CC(C)(C)Oc3ccc(O)cc32)cc1
    0	x	-2%	u	-5%	-2	-5%	8.7%	-22	0%	2%
COc1cc(NC(=S)NC(C)=O)ccc1NC(=O)C(C)C
    -2	-7	x	1%	-10%	1	1%	0.3%	-10	1%	12%
COc1ccc(-c2cnc(SCC(=O)Nc3cc(C)on3)n2Cc2ccco2)cc1
    3	-18	-8%	u	0%	3	-2%	0.7%	2	9%	-2%
NC(=O)c1ccsc1NC(=O)COC(=O)COc1ccccc1[N+](=O)[O-]
    x	4	11%	-1%	x	-4	2%	0.1%	-7	x	-25%
CS(=O)(=O)N1CCCC(C(=O)NCCc2ccc(Cl)cc2)C1 (stereo not given)
    -2	5	8%	u	-1%	-7	1%	-0.4%	40[activator]	-1%	7%
Cc1ccc(C(=O)O)cc1[N+](=O)[O-]
    x	-1	12%	-1%	x	-3	0%	0.1%	1	x	2%
C1CCN(c2nc(N3CCCCC3)nc(N3CCNCC3)n2)CC1
    0	-1	9%	2%	1%	-38	2%	-0.2%	12	-2%	1%
COc1cc([N+](=O)[O-])ccc1NC(=O)/C=C/C(=O)O
    -3	-16	9%	-1%	-4%	3	-9%	0.0%	7	-1%	9%
Cc1cc2occ(CC(=O)N(C)CC(=O)Nc3ccccc3Cl)c2cc1C
    x	3	-4%	-12%	x	-5	4%	-0.4%	0	x	22%
O=C(O)Cn1c(SC2CCCCC2)nc2ccccc21
    2	4	1%	7%	0%	13	0%	-0.8%	-13	0%	8%
COc1ccccc1Nc1ncnc2c1c(C)c(C)n2CCO
    -1	8	-3%	-10%	x	-35	0%	-0.2%	9	x	0%
O=C(c1ccccc1OCc1ccc(Cl)cc1)N1CCN(c2ccccn2)CC1
    x	2	-3%	-20%	x	-21	-6%	-0.8%	24	x	-31%
COC(=O)CSc1n[nH]c(-c2ccncc2)n1
    2	-25	0%	u	-2%	-13	-1%	0.4%	5	0%	6%
CN(c1ccccc1)S(=O)(=O)c1cccc(NC(=O)COc2ccccc2)c1
    x	-23	-7%	u	x	-12	-7%	-3.2%	10	x	-4%
CN(CC(=O)Nc1ccc2c(c1)OCCO2)S(=O)(=O)c1cccc2cccnc12
    2	-8	0%	u	14%	4	1%	0.1%	8	1%	-3%
O=C(CS(=O)(=O)c1ccccc1)Nc1ccccn1
    -1	x	14%	1%	-1%	-15	1%	0.5%	15	-2%	1%
CC1(C)CC2CC(C)(CN2C(=O)c2cc(-c3ccccc3O)on2)C1 (stereo not given)
    0	-1	1%	7%	-1%	11	0%	-0.6%	-27	0%	-2%
COc1ccc(N2C(=O)c3ccccc3NC2c2ccc(OC)c(CSc3ccccn3)c2)cc1 (stereo not given)
    -2	-1	3%	-11%	0%	-7	2%	0.0%	5	x	6%
COc1c([N+](=O)[O-])cc(C(=O)NNC(=O)c2ccc(C)cc2)cc1[N+](=O)[O-]
    3	-2	-3%	0%	0%	17	5%	0.1%	-12	-5%	u
COCCn1c(COc2ccc(OC)cc2)nc2ccccc21
    1	-5	-3%	u	8%	3	4%	0.4%	-15	-4%	17%
O=C(CNC(=O)c1cccc(S(=O)(=O)N2CCc3ccccc32)c1)Nc1ccc(F)c(F)c1F
    x	-1	1%	2%	x	-2	4%	-0.4%	-2	x	13%
Cc1ccc(S(=O)(=O)Nc2nc3ccccc3nc2N2CCN(c3ccccc3F)CC2)cc1
    13	4	3%	23%	-3%	x	-4%	0.1%	-7	-2%	-18%
CCCCCCn1c(N)c(C#N)c2ccc([N+](=O)[O-])cc2c1=O
    -1	4	3%	5%	3%	-3	13%	-0.4%	20	10%	12%
O=C(O)CCC(=O)N1CCN(c2ncccn2)CC1
    4	0	4%	0%	-10%	-5	2%	-0.6%	14	5%	16%
COC(=O)[C@H](Cc1c[nH]c2ccccc12)NC(=O)CCCc1c[nH]c2ccccc12
    1	-8	-14%	-16%	x	-10	-1%	0.5%	28	x	2%
